Neddylation inh = cullin neddylation inhibition | P61081+Q13564 | TR-FRET cullin neddylation, biochemical | calls only at 25 µM | 360,000 tested, 0.58% active | AID 651699; in the data active = inhibition above about 36%
LMPTP inh = blocks human LMPTP phosphatase; P24666; recombinant LMPTP-A, OMFP fluorogenic substrate, fluorescence intensity; inhibition, % at 20 µM; 360,000 tested, 0.22% active; AID 651560;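 active = compounds that cut the enzyme signal by at least half of the control window in the single-dose screen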;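 also: plate controls were DMSO wells with enzyme plus substrate for no effect and substrate without enzyme for full effect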
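test system = LMPTP-A | amount = 0.625 nM LMPTP-A final | reagent = fluorogenic phosphatase substrate OMFP at 400 µM final | incubation = 50 min at room temperature | benchmarks = no-enzyme low control, uninhibited high control | medium = Bis-Tris pH 6.0, DTT, detergent | signal = fluorescence intensity of OMFP turnover product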
Scp1 inh = Scp-1 (human) phosphatase inhibition. Q9GZU7. Recombinant Scp1, phosphopeptide, malachite green phosphate absorbance. inhibition, % at 20 µM. 340,000 tested, 0.88% active. AID 493091;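 active = inhibition above about 50% at 20 µM, limit read from the data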;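 also: plate controls were DMSO wells with enzyme for no effect and wells lacking enzyme for full effect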
Target sequence (Q9GZU7 76-261 limits assumed): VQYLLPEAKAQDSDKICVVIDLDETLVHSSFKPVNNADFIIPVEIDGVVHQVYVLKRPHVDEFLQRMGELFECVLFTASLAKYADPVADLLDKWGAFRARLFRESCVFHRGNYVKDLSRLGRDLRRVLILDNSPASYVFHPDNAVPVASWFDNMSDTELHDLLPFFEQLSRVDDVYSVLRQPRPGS
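Incubation: 45 min enzyme reaction at room temperature / System: truncated SCP-1 phosphatase (76-261aa) / Reagent: Phospho 17-mer peptide substrate / Buffer or medium: Acidic Tris acetate buffer with magnesium and detergent / Signal: absorbance at 630 nm / Doses: one concentration, 20 µM, with 1.0% DMSO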
DNMT1 block = DNMT1 (human) enzyme inhibition. P26358. DNMT1 molecular beacon, Hinp1I cleavage, fluorescence. inhibition (reported as % activation of signal), % at 10 µM. 360,000 tested, 0.83% active; in the data active = inhibition above about 50%
NadD inh = NadD (S. aureus) enzyme inhibition | purified NadD enzyme, colorimetric absorbance read-out | inhibition, % at 20 µM | 360,000 tested, 0.78% active | AID 602399; in the data active = inhibition above about 26%; also: some compounds past the cut are filed as inactive
Rpn11 inh = blocks the human proteasome subunit Rpn11. calls only at 20 µM. human 26S proteasome, Ub4-pepOG fluorescence polarization; 20S core pre-blocked with epoxomicin. O00487. 360,000 tested, 0.59% active. AID 588493;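 active = inhibition at 20 µM, scaled to each plate's controls, above about 33%, limit read from the data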
Target sequence (O00487 whole entry, looked up): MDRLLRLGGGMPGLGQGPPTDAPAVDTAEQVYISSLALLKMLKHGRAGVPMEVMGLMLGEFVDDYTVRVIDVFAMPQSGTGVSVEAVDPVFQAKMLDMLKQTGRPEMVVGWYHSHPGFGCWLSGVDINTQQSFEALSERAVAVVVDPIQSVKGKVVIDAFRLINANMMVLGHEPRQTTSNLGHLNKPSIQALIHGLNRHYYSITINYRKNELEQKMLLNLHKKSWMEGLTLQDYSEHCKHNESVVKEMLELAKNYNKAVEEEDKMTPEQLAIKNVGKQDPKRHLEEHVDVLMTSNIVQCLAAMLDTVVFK
CSN inh = CSN deneddylation inhibition; Q92905; Purified CSN, SCF-Nedd8-OG deneddylation, fluorescence polarization; inhibition, % at 12.5 µM; 360,000 tested, 0.38% active; AID 651999;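 active = pattern-corrected inhibition above about 35%, with an unprinted fluorescence ratio check between 0.5 and 1.5, limit read from the data, passing the limit was not always enough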;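 also: 0% = enzyme with substrate and 100% = substrate without enzyme; some results filed as inactive read as strong as hits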
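Assay system: purified human Csn5 enzyme expressed in HEK293T cells; Input: 0.24 nM Csn5 enzyme, final concentration; Reagent: 10 nM SCFSkp2-Nedd8OG; Compound dosing: 12.5 µM single point; Times: reaction 90 min, room temperature; Technique: fluorescence polarization readout.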
SUMO1-SIM PPI = alters human SUMO1 binding to SIM partners. P63165. SUMO1 binding to a labelled peptide, TR-FRET, 1 h. inhibition, % at 20 µM. 360,000 tested, 0.33% active; in the data active = inhibition above about 37%
STEP block = inhibitors of human striatal-enriched phosphatase STEP; inhibition, % at 20 µM; recombinant STEP, OMFP fluorogenic substrate, fluorescence; 360,000 tested, 0.25% active; P54829;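 active = inhibition at 20 µM, scaled per plate between control wells, above about 37%, limit read from the data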;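 also: 0% = DMSO with enzyme and substrate and 100% = substrate only without enzyme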
Target sequence (P54829 whole entry, looked up): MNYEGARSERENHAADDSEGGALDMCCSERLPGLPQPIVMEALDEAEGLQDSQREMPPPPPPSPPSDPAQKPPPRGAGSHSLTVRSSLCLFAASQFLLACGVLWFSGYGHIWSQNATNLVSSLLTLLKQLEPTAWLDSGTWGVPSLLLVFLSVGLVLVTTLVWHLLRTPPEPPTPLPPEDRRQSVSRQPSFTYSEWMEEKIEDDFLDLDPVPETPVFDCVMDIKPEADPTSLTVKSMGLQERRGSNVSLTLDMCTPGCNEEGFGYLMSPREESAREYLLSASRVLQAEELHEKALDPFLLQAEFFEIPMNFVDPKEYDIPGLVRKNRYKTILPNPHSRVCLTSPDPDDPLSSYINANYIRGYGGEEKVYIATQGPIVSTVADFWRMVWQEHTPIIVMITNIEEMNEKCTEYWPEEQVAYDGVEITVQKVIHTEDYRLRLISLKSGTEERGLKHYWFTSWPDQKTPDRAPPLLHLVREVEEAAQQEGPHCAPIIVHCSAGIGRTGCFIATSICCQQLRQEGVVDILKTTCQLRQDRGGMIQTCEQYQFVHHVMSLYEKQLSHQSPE
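Assay system: isolated STEP enzyme / Timing: 20 min at room temperature, dark / Doses: 20 µM, 1% DMSO / Technique: fluorescence intensity, excitation 480 nm, emission 540 nm / Reagent: fluorogenic phosphatase substrate OMFP at 25 µM final / Measure: percent inhibition scaled to no-enzyme and uninhibited-enzyme controls, plate-pattern corrected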
Rin1 Abl inh = inhibitors of human Rin1-Abl protein interaction | 360,000 tested, 0.4% active | P00519+Q13671 | inhibition, % at 7.35 µM | TR-FRET Rin1/Abl binding, biochemical; in the data active = inhibition above about 5%, passing the limit was not always enough
The depositor's hits bear a star; i = inactive; / = not tested or not shown.

1: CCOc1ccc(N(CC(=O)N2CCc3ccccc32)S(=O)(=O)c2c(C)noc2C)cc1
2: COc1ccc(N(CC(=O)NCc2ccco2)S(C)(=O)=O)cc1OC
3: CCOc1ccc(NC(=O)CN(C)C(=O)c2ccccc2-n2cnnn2)cc1OCC
4: Cc1ccc(/C=C2\CCn3c2nc2cc(C(=O)O)ccc2c3=O)c(C)c1
5: CN(c1ccccc1)S(=O)(=O)c1ccc(NC(=O)c2ccccc2C(=O)O)cc1
6: O=C(C[C@H]1C/C=C\CC[C@@H](Cc2ccc(F)cc2)C(=O)OC[C@H]2CCCN2C1=O)NCCO
7: CC1(C)CC(=O)C2=C(C1)NC(=O)CC2
8: O=C(NCC(F)(F)F)Nc1cccnc1
Screen / compound no. | 1 | 2 | 3 | 4 | 5 | 6 | 7 | 8
Neddylation inh | i | i | i | i | i | i | i | i
LMPTP inh | 2.9 | -0.8 | 0.7 | -0.2 | -2.5 | -0.5 | -2.3 | -1.2
Scp1 inh | -9 | -8 | -7 | 4 | -8 | -8 | / | 8
DNMT1 block | -10 | 0 | 2 | 0 | 1 | 1 | 18 | 2
NadD inh | -1 | 2 | -9 | 8 | -5 | 0 | -9 | -3
Rpn11 inh | i | i | i | i | i | i | i | i
CSN inh | -5 | 0 | -2 | 4 | -3 | 0 | -1 | 5
SUMO1-SIM PPI | 4 | -2 | 3 | -24 | -2 | 7 | 19 | 3
STEP block | -1 | 3 | -2 | -1 | 2 | -1 | -2 | -3
Rin1 Abl inh | -1 | -2 | 6 | 3 | 2 | 4 | 1 | -1

9: O=C(NCCc1nc(-c2ccccc2Cl)no1)C1CCCCC1
10: COc1cccc(-c2cc(C(=O)Nc3cccnc3Cl)no2)c1
11: Cc1ccc(-c2cnc(C(O)c3cc(F)cc(Cl)c3)[nH]2)cc1 (stereo not drawn)
12: C/C(=N\NC(=O)C1CC1)c1ccccc1O
13: CCOc1ccc(-c2cc(NC(=O)c3c(F)cccc3F)c(C(=O)O)s2)cc1
14: CCCCCCC1CC(CCc2nc(=S)[nH][nH]2)C(=O)O1 (stereo not drawn)
15: COC(=O)c1ccccc1S(=O)(=O)NC(=O)c1ccccc1
16: O=C(NC(Cc1ccccc1)C(=O)O)/C(=C/c1cccc([N+](=O)[O-])c1)NC(=O)c1cccc(Br)c1 (stereo not drawn)
Screen / compound no. | 9 | 10 | 11 | 12 | 13 | 14 | 15 | 16
Neddylation inh | i | / | i | i | i | i | i | i
LMPTP inh | -0.9 | 4.4 | 0.5 | -0.5 | 1.0 | -1.6 | -1.0 | 0.7
Scp1 inh | 1 | 1 | / | -2 | 6 | -2 | 8 | -6
DNMT1 block | 1 | 3 | 1 | 4 | -2 | -2 | 2 | 0
NadD inh | -4 | 2 | 2 | -3 | 4 | 5 | 1 | 2
Rpn11 inh | i | i | i | i | i | i | i | i
CSN inh | -3 | 2 | 4 | -10 | 0 | 4 | -10 | 2
SUMO1-SIM PPI | 5 | 1 | 1 | -1 | -7 | 4 | -1 | -17
STEP block | 5 | -1 | -2 | -4 | 0 | 1 | 3 | 2
Rin1 Abl inh | 3 | -1 | -4 | 2 | 1 | 3 | 1 | 5

In the list so far, these have sulfur:
1: CCOc1ccc(N(CC(=O)N2CCc3ccccc32)S(=O)(=O)c2c(C)noc2C)cc1
2: COc1ccc(N(CC(=O)NCc2ccco2)S(C)(=O)=O)cc1OC
5: CN(c1ccccc1)S(=O)(=O)c1ccc(NC(=O)c2ccccc2C(=O)O)cc1
13: CCOc1ccc(-c2cc(NC(=O)c3c(F)cccc3F)c(C(=O)O)s2)cc1
14: CCCCCCC1CC(CCc2nc(=S)[nH][nH]2)C(=O)O1 (stereo not drawn)
15: COC(=O)c1ccccc1S(=O)(=O)NC(=O)c1ccccc1
Screen / compound no. | 1 | 2 | 5 | 13 | 14 | 15
Neddylation inh | i | i | i | i | i | i
LMPTP inh | 2.9 | -0.8 | -2.5 | 1.0 | -1.6 | -1.0
Scp1 inh | -9 | -8 | -8 | 6 | -2 | 8
DNMT1 block | -10 | 0 | 1 | -2 | -2 | 2
NadD inh | -1 | 2 | -5 | 4 | 5 | 1
Rpn11 inh | i | i | i | i | i | i
CSN inh | -5 | 0 | -3 | 0 | 4 | -10
SUMO1-SIM PPI | 4 | -2 | -2 | -7 | 4 | -1
STEP block | -1 | 3 | 2 | 0 | 1 | 3
Rin1 Abl inh | -1 | -2 | 2 | 1 | 3 | 1

Other records:
17: Cc1ccc(NC(=O)c2cccc(OCc3c(C)noc3C)c2)cc1S(=O)(=O)Nc1ccccc1Cl
18: Cc1oc2c(C)c3oc(=O)c(CCC(=O)NCCCN4CCCC4=O)c(C)c3cc2c1C
19: COc1ccc(N2C(=O)CC(N3CCC(c4nc5ccccc5[nH]4)CC3)C2=O)cc1 (stereo not drawn)
20: CSc1sc(-c2n[nH]c(=S)n2C)c2c1C=CCC2
21: O=C(N=Nc1c(O)[nH]c2ccccc12)Nc1ccccc1
22: Cc1noc(NS(=O)(=O)c2ccc(NC(=O)COc3ccc(Cl)cc3Cl)cc2)c1C
23: CC(C)(C)c1cc(C(=O)NN)n(Cc2ccc(F)cc2)n1
24: CC(=O)c1c(C)[nH]c(C(=O)Nc2cccc(S(=O)(=O)N3CCOCC3)c2)c1C
Screen / compound no. | 17 | 18 | 19 | 20 | 21 | 22 | 23 | 24
Neddylation inh | i | / | i | i | i | i | i | i
LMPTP inh | 5.1 | 1.0 | -0.9 | 50* | 1.9 | 0.0 | -1.0 | -0.1
Scp1 inh | -9 | 34 | 0 | 4 | 4 | -8 | -7 | 1
DNMT1 block | -11 | -2 | -24 | 66* | -1 | 3 | 2 | 9
NadD inh | 12 | -1 | 7 | 26 | -2 | 1 | 1 | -1
Rpn11 inh | i | i | i | i | i | i | i | i
CSN inh | 1 | 4 | 0 | 9 | 1 | 0 | -2 | -6
SUMO1-SIM PPI | 21 | 7 | -1 | 9 | -26 | 13 | 4 | 1
STEP block | 3 | -1 | 2 | 0 | -1 | 1 | 0 | 1
Rin1 Abl inh | -1 | 0 | 0 | -6 | -2 | 0 | 1 | 0

25: CC(C)CNS(=O)(=O)c1ccc(S(=O)(=O)N2CCC(N3CCCCC3)CC2)cc1
26: Cc1nc2nc[nH]n2c(=O)c1CC(=O)O
27: O=C1/C(=C/c2ccc(F)cc2)SC(=S)N1Nc1ncc(C(F)(F)F)cc1Cl
28: CCN(C[C@H]1N[C@@](C)(C(=O)OC)[C@H]2C(=O)N(C)C(=O)[C@@H]12)C(=O)Nc1ccc(C)cc1
29: O=C(O)/C=C/C(=O)N(Cc1ccc2c(c1)OCO2)C1CC(=O)N(CCc2ccccc2)C1=O (stereo not drawn)
30: CCOC(=O)c1csc(NC(=O)c2ccccc2)n1
31: CCn1c(COc2ccccc2)nnc1SCC(=O)c1cccc([N+](=O)[O-])c1
32: CCc1n[nH]c(=S)n1/N=C/c1ccc(N(C)c2ccccc2)cc1
Screen / compound no. | 25 | 26 | 27 | 28 | 29 | 30 | 31 | 32
Neddylation inh | i | i | i | i | i | i | i | /
LMPTP inh | 2.0 | -0.1 | -1.8 | -1.8 | -0.9 | -1.6 | -1.2 | -0.6
Scp1 inh | 2 | -12 | 3 | -11 | 5 | 1 | 0 | 4
DNMT1 block | 0 | 5 | 4 | 4 | -1 | 4 | -4 | 0
NadD inh | -4 | 0 | 6 | 0 | 14 | -8 | 0 | 5
Rpn11 inh | i | i | i | i | i | i | i | i
CSN inh | 1 | 0 | -3 | 1 | -2 | -2 | 4 | -6
SUMO1-SIM PPI | 5 | -1 | 3 | 2 | -2 | -4 | -28 | -16
STEP block | 1 | 1 | -4 | -2 | 2 | 0 | 1 | 4
Rin1 Abl inh | 2 | 1 | 4 | -2 | 1 | 1 | -1 | 0

33: O=C(CN1CCN(c2ccc(O)cc2)CC1)Nc1ccc(SC(F)F)cc1
34: C=CCOC(=O)C1=C(C)NC(=S)C(C#N)(CC=C)C1c1ccccc1Cl (stereo not drawn)
35: CCOC(=O)Cc1csc(NC(=O)c2c(C)noc2C)n1
36: O=C(NCCN=C1NS(=O)(=O)c2ccccc21)c1ccc2nccnc2c1
37: Cn1c(NC(=O)/C=C/c2ccc(Cl)c(Cl)c2)cc(=O)n(C)c1=O
38: O=C(COC(=O)Cc1cccs1)NCc1ccc(F)cc1
39: COc1nn(-c2nc(-c3ccccc3)cc(C(F)(F)F)n2)cc1[N+](=O)[O-]
40: COC(=O)C1=C(C)NC(=S)NC1c1ccc(-c2cc(Cl)ccc2Cl)o1 (stereo not drawn)
Screen / compound no. | 33 | 34 | 35 | 36 | 37 | 38 | 39 | 40
Neddylation inh | i | i | i | i | i | i | i | i
LMPTP inh | 0.8 | 3.1 | -2.0 | 11 | 0.7 | -1.1 | -0.9 | 3.0
Scp1 inh | -7 | -11 | 4 | 29 | -13 | -6 | -10 | -12
DNMT1 block | -16 | -14 | 1 | 9 | -4 | 0 | -2 | -3
NadD inh | -3 | -1 | -2 | 1 | -2 | 1 | -2 | 10
Rpn11 inh | i | i | i | i | i | i | i | i
CSN inh | -9 | 1 | 5 | -1 | -12 | -3 | -2 | 4
SUMO1-SIM PPI | -2 | 4 | 4 | -7 | -2 | 6 | -3 | 5
STEP block | 2 | 1 | 0 | 1 | 0 | 0 | -1 | -4
Rin1 Abl inh | -2 | 2 | 2 | 4 | 0 | -3 | 5 | -2

Reprinted from the part before: three compounds, then new ones.
38: O=C(COC(=O)Cc1cccs1)NCc1ccc(F)cc1
39: COc1nn(-c2nc(-c3ccccc3)cc(C(F)(F)F)n2)cc1[N+](=O)[O-]
40: COC(=O)C1=C(C)NC(=S)NC1c1ccc(-c2cc(Cl)ccc2Cl)o1 (stereo not drawn)
41: CC[C@@H](C)[C@H](CN[C@H](CNC)[C@@H](C)O)NCCc1ccc(OC)cc1
42: COc1ccc(CN(C)C(=O)c2ccccc2OCc2c(C)noc2C)cc1OC
43: CC1(C)CC(=O)C(CC2=C(O)CC(C)(C)CC2=O)=C(O)C1
44: CC(C)(C)c1ccc(O)c(N=Cc2cc(Br)ccc2O)c1
Screen / compound no. | 38 | 39 | 40 | 41 | 42 | 43 | 44
Neddylation inh | i | i | i | i | i | i | i
LMPTP inh | -1.1 | -0.9 | 3.0 | -2.3 | -0.8 | -1.3 | 0.1
Scp1 inh | -6 | -10 | -12 | -2 | -5 | -8 | -8
DNMT1 block | 0 | -2 | -3 | 6 | 1 | 0 | 3
NadD inh | 1 | -2 | 10 | -4 | -2 | 1 | 2
Rpn11 inh | i | i | i | i | i | i | i
CSN inh | -3 | -2 | 4 | 0 | -3 | -3 | 16
SUMO1-SIM PPI | 6 | -3 | 5 | 0 | 2 | 1 | 0
STEP block | 0 | -1 | -4 | -2 | -1 | 20 | -1
Rin1 Abl inh | -3 | 5 | -2 | -3 | 0 | 1 | 1
